MCF10A rerep = induces DNA re-replication in MCF 10a normal breast cells | MCF 10A DNA re-replication, Hoechst nuclear intensity, 48 h | Potency, µM (titrated, usually from 46.1 µM), for the others: at the top dose activity, positive = re-replication, hits mostly activators | 350,000 tested, 2.9% active; note: potency is the fitted concentration of half-maximal effect; % of control where 0% means no effect; nearly all actives have a fitted effect of over 50% in size
ATXN2 expr inh = ATXN2 expression inhibition | 360,000 tested, 0.72% active | Potency, µM (doses to about 57 µM), for the others: at the top dose activity change, negative = inhibition, most hits filed as inhibitors | HEK-293 ATXN2-luciferase reporter, luminescence, 24 h; note: potency is the fitted concentration of half-maximal effect; % is set by controls: 0 for no effect and ±100 for the full control effect; nearly all actives have a fitted effect of over 55% in size
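qHTS (up to 57 uM final) was run with 24 h compound exposure of reporter cells at 37 °C. Each well was multiplexed: SteadyGlo luminescence measured ATXN2-luciferase expression after a fluorogenic Gly-Phe-AFC viability readout (25 uM final).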
HT1080 IDH1KD tx = kills HT-1080 cells with IDH1 knockdown | Potency, µM (top dose mostly 46.1 µM), for the others: at the highest dose activity, negative = toxicity, most hits filed as cytotoxic | 360,000 tested, 2% active | AID 686971 | HT-1080 IDH1 knockdown viability, ATP luminescence, 48 h;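 note: potency is the fitted concentration of half-maximal effect; 0% = DMSO wells and -100% = cell-free medium wells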
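CellTiter-Glo luminescence after 48 h compound exposure at 37 degrees C of IDH1-knockdown HT-1080 cells in 5% FBS RPMI. %Activity scaled between DMSO wells and cell-free media wells, with curves fitted and assigned curve classes.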
KB-3-1 cytotox = kills parental KB-3-1 adenocarcinoma cells. KB-3-1 viability, CellTiter-Glo ATP luminescence, 72 h. Potency, µM (highest dose often 46.1 µM), inactives show top-dose activity change, negative = cytotoxic, actives largely listed as cytotoxic. 400,000 tested, 1.4% active. AID 1347075; note: potency is the fitted concentration of half-maximal effect; % is set by controls: 0 for no effect and ±100 for the full control effect; nearly all actives have a fitted effect of over 60% in size
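Here the drug-naive KB-3-1 line serves as comparator for MDR sub-line selectivity; cells received compound titrations, 72 h at 37 °C, then CellTiter-Glo readout.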
IL-1B inflam inh = blocks inflammasome-driven IL-1 beta release. 360,000 tested, 4.7% active. activity change, % at 57.5 µM. THP-1 LPS/ATP IL-1B secretion, AlphaLISA, 16 h; active compounds read low. AID 743279; in the data active = activity change below about -50%; inconclusive = mostly about -30% to -49%; note: % is set by controls: 0 for no effect and ±100 for the full control effect
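Secreted IL-1B measured by AlphaLISA bead assay after 16 h compound exposure of THP-1 cells; compounds (final up to 57.5 uM) added 1 h before LPS (250 ng/mL) and ATP (1.25 mM) stimulation; lower signal means less secretion.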
WRN helicase inh = inhibitors of human WRN helicase; Q14191; WRN helicase unwinding, fluorescent forked duplex, kinetic; Potency, µM (titrated, usually from 114 µM), for the others: at the highest dose activity change, negative = inhibition, most hits filed as inhibitors; 360,000 tested, 0.46% active; AID 651768; note: potency is the fitted concentration of half-maximal effect; % is set by controls: 0 for no effect and ±100 for the full control effect; nearly all actives have a fitted effect of over 55% in size
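Kinetic fluorescence helicase assay: unwinding of a quenched forked DNA duplex (100 nM final) with 2 mM ATP final raises red fluorescence (525/598 nm). Compounds sat 15 min at room temperature with 20 nM WRN beforehand.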
SW480 rerep = induces DNA re-replication in SW480 colon adenocarcinoma cells; SW480 DNA re-replication, Hoechst DNA content imaging, 48 h; Potency, µM (doses to about 46.1 µM), without a hit: top-dose re-replication activation, usual class: activators; 340,000 tested, 1.8% active; AID 624297; note: potency is the fitted concentration of half-maximal effect; % of control where 0% means no effect; nearly all actives have a fitted effect of over 55% in size
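SW480 cells exposed to compounds for 48 hr at 37 C, 5% CO2, then Hoechst-stained 40 min. Nuclear DNA content imaged by fluorescence scanning (405 nm excitation, 500-530 nm emission); re-replication scored as increased high-intensity nuclei.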
KB-V1 cytotox = kills drug-selected multidrug resistant KB-V1 cells; 400,000 tested, 3.4% active; KB-V1 MDR cells viability, CellTiter-Glo, 72 h; Potency, µM (titrated, usually from 46.1 µM), without a hit: at the highest dose activity change, negative = cytotoxicity, actives largely listed as cytotoxic; note: potency is the fitted concentration of half-maximal effect; % is set by controls: 0 for no effect and ±100 for the full control effect; nearly all actives have a fitted effect of over 60% in size
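KB-V1 cells (P-gp-expressing MDR subline of KB-3-1) in phenol-red-free DMEM with 10% FBS were exposed to library compounds over a concentration series for 72 h at 37 degrees C. Viability read by CellTiter-Glo luminescence; concentration-effect curves fitted after normalization.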
HT1080-NT tox = kills 2HG-producing HT-1080-NT fibrosarcoma cells; 360,000 tested, 1.6% active; HT-1080-NT fibrosarcoma viability, CellTiter-Glo ATP luminescence, 48 h; Potency, µM (doses to about 46.1 µM), for the others: top-dose activity, negative = less viability, usual class: cytotoxic;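 note: NT is the 2HG producing partner of a matched IDH1 knockdown line; potency is the fitted concentration of half-maximal effect; 0% = DMSO-treated cells and -100% = media-only wells without cells; nearly all actives have a fitted effect of over 55% in size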
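Luminescent CellTiter-Glo readout after 48 hours of compound exposure at 37 degrees C defined viability of HT-1080-NT cells. Activity was normalized to DMSO wells and cell-free media wells; concentration-response curves were fitted and assigned curve classes.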
* hit, by the source's call; i = inactive; ? = inconclusive; · = not tested or not shown; ! = repeats disagree; [ ] = remark or other dose. Unless noted, calls come from the whole dose curve; as a rule, active = well fitted curve in the direction sought with a large enough effect; inconclusive = small, poorly fitted or top-dose-only effect, or another doubt; inactive = no such curve, though single readings can be large; an effect the other way counts as inactive or inconclusive.

The line under a structure holds: MCF10A rerep, ATXN2 expr inh, HT1080 IDH1KD tx, KB-3-1 cytotox, IL-1B inflam inh, WRN helicase inh, SW480 rerep, KB-V1 cytotox, HT1080-NT tox
1: COc1ccc(Cl)cc1CC1(C)C(=O)Nc2ccc(S(=O)(=O)NC3CCCCC3)cc21 (stereo not drawn)
 : ·, 0%, ?, -3%, -9, -8%, ·, -2%, ?
2: CNCCCOc1cccc(Oc2ccccc2)c1
 : -5%, -8%, -11%, ?, -18, 4%, -2%, -1%, -21%
3: FC(F)(F)c1cc(N2CCNCC2)c2ccccc2n1
 : 0%, -4%, 4%, -4%, 3, 1%, -4%, ?, -5%
4: CC(C)(C)OC(=O)NNC(=O)NC12CC3CC(CC(C3)C1)C2
 : -1%, -27%, -9%, 2%, -2, -5%, ?, 0%, -11%
5: COc1cccc(-c2cnc(C(O)c3ccc(C)cc3)[nH]2)c1 (stereo not drawn)
 : ·, 18%, -11%, 0%, 8, -7%, ·, 3%, -9%
6: COc1ccc2[nH]c3c(Cl)ncnc3c2c1
 : ?, 0%, ?, 25%, ?, -29%, ·, -8%, ?
7: CCOC(=O)N1CCN(C(=O)Cn2ccc3ccccc3c2=O)CC1
 : 0%, -10%, -1%, -1%, -2, 7%, -9%, 17%, 0%
8: N#Cc1cnn2ccc(-c3ccc4c(c3)CCC4)nc12
 : ?, 4%, -4%, ?, 3, -6%, 18%, ?, -7%
9: CS(=O)(=O)c1ccc2nc(NC(=O)c3cccs3)sc2c1
 : 15%, ?, 23µM*, ?, 62, -4%, 1%, ?, ?
10: COCCCNC(=S)N1CCN(c2ccccc2)CC1
 : -1%, -22%, 18%, -2%, 27, 2%, 0%, 1%, 21%
11: COc1cc(C(=O)NCC(=O)NC(C)CCc2ccccc2)cc(OC)c1OC (stereo not drawn)
 : 0%, -1%, 7%, 1%, 29, 5%, 1%, -10%, 8%
12: CCCCNC(=O)C1(C)CCCCN1Cc1ccccc1-c1ccccc1 (stereo not drawn)
 : ·, ?, ?, ?, -14, 0%[57.1 µM], ·, ?, ?
13: CC(=O)OCc1cc2cc(C)ccc2[nH]c1=O
 : 5%, 9%, 6%, 2%, 13, 2%, 1%, -16%, 6%
14: C[C@@H](CSc1ccc(Br)cc1)CN1CC[C@H](NC(=O)OCc2ccccc2)CCC1=O
 : ?, -39%, -28%, ?, -4, -5%, 5%, 15µM*!, -19%
15: CCN(CC)CCCNC(=O)CNC(=O)c1nn(-c2ccc(OC)cc2OC)c(=O)c2ccccc12
 : ·, ·, 13%, -6%, -25, 8%, ·, ?, 1%
16: CN(CC(=O)Nc1ccc(F)cc1)C(=O)COC(=O)COc1ccc(C#N)cc1
 : 0%, 7%, -2%, 13%, 8, 5%, 2%, ?, -1%
17: CCc1nnc(NC(=O)C2CC(=O)N(C3CCCCC3)C2)s1 (stereo not drawn)
 : -1%, -4%, 8%, 13%, 18, 7%, -1%, 0%, 9%
18: C/C(=N/NS(=O)(=O)c1ccc(C)cc1)c1ccc2c(c1)OCO2
 : -3%, 3%, 0%, 7%, 8, 2%, 1%, 17%, 4%
19: COc1ccc(N(CC(=O)Nc2cc(C)on2)S(=O)(=O)c2cc(C)ccc2C)cc1
 : 23%, 1%, ?, ?, 13, -14%, ?, 5.8µM*, ?
20: COc1ccc(C)cc1NC(=O)CN(C)S(=O)(=O)c1cc(C)ccc1OC
 : -3%, 6%, 1%, 12%, -3, -17%, 5%, -30%, 15%
21: CCN(CC(=O)Nc1cccc(F)c1)CC(=O)Nc1ccccc1OC
 : -6%, -1%, 6%, -1%, 7, 7%, 1%, -3%, 1%
22: Cc1ccc(C(=O)N/C(=C/c2ccc(Cl)cc2)C(=O)N2CCOCC2)cc1
 : 22%, 0%, 7%, -11%, 7, 1%, 0%, -3%, -7%
23: COc1ccc2c(c1)OC[C@H]1[C@H]2N2C(=O)CNC(=O)[C@@]2(C)[C@H]1c1ccccc1
 : 4%, 11%, 5%, 10%, 29, 3%, -6%, -5%, 11%
24: Cc1ncc([N+](=O)[O-])n1CCOC(=O)c1ccccc1
 : ?, 53%[activator], 18%, ?, i, -7%, -5%, -14%, 13%
25: Cc1ccc(C(=O)C(C)OC(=O)c2cc(=O)[nH]c3ccccc23)cc1 (stereo not drawn)
 : 1%, 4%, -4%, 0%, 6, -11%, -3%, 10%, 0%
26: CC(C)(C)c1ccc(C(=O)N2CCC(=O)N(C(CO)Cc3ccccc3)CC2)cc1 (stereo not drawn)
 : ?, -2%, -5%, -2%, 23, -1%, -30%, 0%, -6%
27: Cc1cc(Cl)c2ccccc2n1
 : 9%, -9%, 4%, 0%, 27, 2%, -3%, ?, 11%
28: Cc1ccc(C2C(C(=O)c3cccs3)=C(O)C(=O)N2c2ccc(S(N)(=O)=O)cc2)cc1 (stereo not drawn)
 : 3%, 13%, 0%, -5%, -5, -19%, ?, -9%, 22%
29: O=C1N(Nc2ccccc2)C(c2ccc(Br)cc2)C12CCCC2 (stereo not drawn)
 : 5%, ·, -6%, -2%, 1, 0%, -11%, -15%, -2%
30: Cc1ccc(N2C(=O)CC(NNC(=O)c3cccc(S(=O)(=O)N4CCCC4)c3)C2=O)cc1 (stereo not drawn)
 : -4%, -4%, -1%, 5%, 19, -11%, -1%, 22%, -5%
31: Cc1ccc(C(=O)C(OC(=O)c2cnccn2)c2ccccc2)cc1C (stereo not drawn)
 : -3%, 1%, 12%, -21%, -2, 4%, -6%, -28%, 13%
32: COc1ccc(C2=Nn3c(nnc3-c3cccnc3)SC2)cc1OC
 : 11%, 17%, -19%, 14%, ?, -4%, 1%, ?, -1%
33: O=C(OCC(=O)N1CCN(C(=O)c2ccco2)CC1)c1ccccc1C(=O)c1ccc(Cl)cc1
 : 6%, -3%, -1%[9.24 µM], 6%, -14, -2%[57.1 µM], 2%, -12%, -6%
34: Cc1ccc(NC(=O)CS(=O)CC(=O)NCC2OCCc3ccccc32)c(C)c1 (stereo not drawn)
 : 1%, 6%, -9%, 11%, 17, -1%, -5%, -15%, 2%
35: CCSc1nc(COC(=O)NC)c(COC(=O)NC)n1C
 : 18%, -34%, 1%, 15%, 0, 5%, 3%, ?, 17%
36: Cc1cc(C)nc(NC2=NCC(=O)N2c2cc(Cl)cc(Cl)c2)n1
 : 0%, -8%, 7%, 2%, 5, -4%, -2%, -13%, 9%
37: COc1ccc(N2CC(O)=C(c3nc(C)cs3)C2=N)cc1
 : 2%, 11%, -2%, -5%, 5, -4%, -2%, 2%, -3%
38: CC(Sc1nnc(-c2ccco2)n1N)C(=O)NCC1CCCO1 (stereo not drawn)
 : 6%, 7%, 0%, 10%, -9, -9%, -26%, 6%, -1%
39: COc1cc(CC2COC(c3ccc(O)c(OC)c3)C2COC(C)=O)ccc1O (stereo not drawn)
 : -8%, -2%, -1%, -27%, -20, 50µM*, -10%, 0%, -4%
40: COc1ccc(NC(=O)/C(C#N)=C\c2cc(C)n(-c3ccc(Oc4ccc([N+](=O)[O-])cn4)cc3)c2C)cc1
 : 11%, -29%, -9%, -5%, 1, 7%, -2%[9.22 µM], -16%, -23%
41: CCc1ccc(C(=O)NCc2cccs2)s1
 : 1%, 49%[activator], -14%, 1%, 0, 4%, -4%, -3%, -1%[9.24 µM]

13 compounds already listed, arranged by molecular weight, lowest first:
The line under a structure holds: MCF10A rerep, ATXN2 expr inh, HT1080 IDH1KD tx, KB-3-1 cytotox, IL-1B inflam inh, WRN helicase inh, SW480 rerep, KB-V1 cytotox, HT1080-NT tox
27: Cc1cc(Cl)c2ccccc2n1
 : 9%, -9%, 4%, 0%, 27, 2%, -3%, ?, 11%
41: CCc1ccc(C(=O)NCc2cccs2)s1
 : 1%, 49%[activator], -14%, 1%, 0, 4%, -4%, -3%, -1%[9.24 µM]
35: CCSc1nc(COC(=O)NC)c(COC(=O)NC)n1C
 : 18%, -34%, 1%, 15%, 0, 5%, 3%, ?, 17%
38: CC(Sc1nnc(-c2ccco2)n1N)C(=O)NCC1CCCO1 (stereo not drawn)
 : 6%, 7%, 0%, 10%, -9, -9%, -26%, 6%, -1%
31: Cc1ccc(C(=O)C(OC(=O)c2cnccn2)c2ccccc2)cc1C (stereo not drawn)
 : -3%, 1%, 12%, -21%, -2, 4%, -6%, -28%, 13%
36: Cc1cc(C)nc(NC2=NCC(=O)N2c2cc(Cl)cc(Cl)c2)n1
 : 0%, -8%, 7%, 2%, 5, -4%, -2%, -13%, 9%
32: COc1ccc(C2=Nn3c(nnc3-c3cccnc3)SC2)cc1OC
 : 11%, 17%, -19%, 14%, ?, -4%, 1%, ?, -1%
29: O=C1N(Nc2ccccc2)C(c2ccc(Br)cc2)C12CCCC2 (stereo not drawn)
 : 5%, ·, -6%, -2%, 1, 0%, -11%, -15%, -2%
26: CC(C)(C)c1ccc(C(=O)N2CCC(=O)N(C(CO)Cc3ccccc3)CC2)cc1 (stereo not drawn)
 : ?, -2%, -5%, -2%, 23, -1%, -30%, 0%, -6%
34: Cc1ccc(NC(=O)CS(=O)CC(=O)NCC2OCCc3ccccc32)c(C)c1 (stereo not drawn)
 : 1%, 6%, -9%, 11%, 17, -1%, -5%, -15%, 2%
28: Cc1ccc(C2C(C(=O)c3cccs3)=C(O)C(=O)N2c2ccc(S(N)(=O)=O)cc2)cc1 (stereo not drawn)
 : 3%, 13%, 0%, -5%, -5, -19%, ?, -9%, 22%
30: Cc1ccc(N2C(=O)CC(NNC(=O)c3cccc(S(=O)(=O)N4CCCC4)c3)C2=O)cc1 (stereo not drawn)
 : -4%, -4%, -1%, 5%, 19, -11%, -1%, 22%, -5%
33: O=C(OCC(=O)N1CCN(C(=O)c2ccco2)CC1)c1ccccc1C(=O)c1ccc(Cl)cc1
 : 6%, -3%, -1%[9.24 µM], 6%, -14, -2%[57.1 µM], 2%, -12%, -6%
